Screening results from PubChem BioAssay.
Akt phos inh = Akt phosphorylation inhibition | Neuro2A IGF-stimulated pAkt S473 HTRF, 20 min; stronger effect = lower value | activity change, % for hits at 50 µM | hit rate 0.32% among 360,000 | AID 651550; in the data active = activity change below about -80%; inconclusive = mostly about -51% to -80%; note: % is set by controls: 0 for no effect and ±100 for the full control effect
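Neuro2A cells in DMEM with 0.5% FBS, overnight at 37 deg C, given compound at single 50 µM final, then IGF (6 nM final) for 20 min at 37 deg C. Lysed; phospho-Akt Ser473 by HTRF after 24 h, 665/615 ratio.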
Nrf2 inh = Nrf2 pathway inhibition; A549 ARE-Fluc reporter, luciferase luminescence, 18-24 h; Potency, µM (highest dose often 46 µM), for the others: top-dose activity change, negative = inhibition, usual class: inhibitors; hit rate 2.1% among 360,000; AID 504444; note: potency is the fitted concentration of half-maximal effect; % is set by controls: 0 for no effect and ±100 for the full control effect; nearly all actives have a fitted effect of over 60% in size
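Nrf2 function is reported as luminescence of an ARE-controlled luciferase in A549 cells. Compounds were tested at several concentrations, and a CellTiter-Fluor read on the same wells flagged cytotoxicity.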
A549 tox = kills or reduces viability of A549 cells in Nrf2 counter-screen. A549 ARE-Fluc cells, CellTiter-Fluor viability, 18-24 h. Potency, µM (titrated, usually from 46 µM), for inactives: at the highest dose activity change, negative = cytotoxicity, most hits filed as inhibitors. hit rate 0.16% among 390,000. AID 504648; note: potency is the fitted concentration of half-maximal effect; % is set by controls: 0 for no effect and ±100 for the full control effect
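A549 ARE_Fluc cells in 5% FBS OPTI-MEM were exposed to compounds in concentration-response for 18-24 h at 37 deg C. Viability was read by CellTiter-Fluor fluorescence (Ex 405/Em 525) after 30 min, before the luciferase read.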
TGFb SMAD3 inh = TGF-b pathway inhibition. HepG2 CAGA-GFP TGF-b/SMAD3 reporter, GFP fluorescence, 18 h; TGF-beta stimulated, 500 pg/mL final. AID 588855. hit rate 1.2% among 410,000. Potency, µM (series often up to 46.1 µM), inactives show top-dose activity, negative = inhibition, actives largely listed as inhibitors; note: potency is the fitted concentration of half-maximal effect; % is set by controls: 0 for no effect and ±100 for the full control effect; nearly all actives have a fitted effect of over 65% in size
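Cell-based qHTS in HEPG2 carrying a CAGA-GFP Smad reporter; compounds added before 500 pg/mL final TGF-beta, 18 h incubation at 37 degrees C, GFP fluorescence quantified per cell by imaging cytometry.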
EPAC2 antagonist = antagonists of human EPAC2 | Q8WZA2 | EPAC2 GEF exchange of Rap1B-BODIPY-GDP, fluorescence | Potency, µM (titrated, usually from 114 µM), for the others: at the highest dose activity, negative = inhibition, usual class: inhibitors | hit rate 0.18% among 360,000; note: potency is the fitted concentration of half-maximal effect; % is set by controls: 0 for no effect and ±100 for the full control effect; nearly all actives have a fitted effect of over 45% in size; many of its hits are not listed in these tables
Target sequence (Q8WZA2 whole entry, looked up): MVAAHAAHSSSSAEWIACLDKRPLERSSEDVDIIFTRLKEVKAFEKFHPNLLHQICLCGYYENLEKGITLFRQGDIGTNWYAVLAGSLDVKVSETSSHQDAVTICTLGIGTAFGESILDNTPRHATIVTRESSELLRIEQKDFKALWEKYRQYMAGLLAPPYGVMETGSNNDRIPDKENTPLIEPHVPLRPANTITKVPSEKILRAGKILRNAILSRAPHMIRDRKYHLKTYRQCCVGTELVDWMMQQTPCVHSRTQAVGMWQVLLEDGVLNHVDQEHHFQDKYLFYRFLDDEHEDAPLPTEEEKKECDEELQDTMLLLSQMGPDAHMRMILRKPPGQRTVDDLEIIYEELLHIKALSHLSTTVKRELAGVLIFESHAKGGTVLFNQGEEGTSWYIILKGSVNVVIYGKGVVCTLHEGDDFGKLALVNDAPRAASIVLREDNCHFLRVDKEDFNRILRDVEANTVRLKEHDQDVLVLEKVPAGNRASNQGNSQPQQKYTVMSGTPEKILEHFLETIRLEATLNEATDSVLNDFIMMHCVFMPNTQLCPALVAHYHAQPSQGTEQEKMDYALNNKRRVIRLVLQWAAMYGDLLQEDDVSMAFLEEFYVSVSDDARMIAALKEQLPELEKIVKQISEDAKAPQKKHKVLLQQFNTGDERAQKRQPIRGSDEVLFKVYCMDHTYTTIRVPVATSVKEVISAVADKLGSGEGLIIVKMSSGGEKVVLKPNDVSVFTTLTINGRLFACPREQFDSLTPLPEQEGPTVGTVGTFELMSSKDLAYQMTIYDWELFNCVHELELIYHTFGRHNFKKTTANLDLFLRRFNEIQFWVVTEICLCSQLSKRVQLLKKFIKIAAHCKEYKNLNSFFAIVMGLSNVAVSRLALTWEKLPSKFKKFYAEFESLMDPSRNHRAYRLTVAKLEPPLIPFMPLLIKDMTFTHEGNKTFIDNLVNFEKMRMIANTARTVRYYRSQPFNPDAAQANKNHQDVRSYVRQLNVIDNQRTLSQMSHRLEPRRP
Nrf2 activator = activates Nrf2 signaling | hit rate 0.31% among 410,000 | Potency, µM (doses to about 46.1 µM), for inactives: at the highest dose activation, usual class: activators | AREc32 ARE-luciferase reporter (MCF7-derived line), luminescence, 24 h; note: potency is the fitted concentration of half-maximal effect; % of control where 0% means no effect; nearly all actives have a fitted effect of over 65% in size
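For detection, Steady-Glo was added and plates sat 30 min at RT; before that, AREc32_Fluc cells grown overnight in OPTI-MEM/5% FBS had been treated with 23 nL compound for 24 hr at 37 deg C.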
MmCpn inh = M. maripaludis TRiC chaperonin inhibition. hit rate 0.031% among 330,000. purified Mm-Cpn ATPase, ADP Transcreener TR-FRET. Potency, µM (highest dose often 76.9 µM), for the others: at the top dose activity, negative = inhibition, hits mostly inhibitors; note: potency is the fitted concentration of half-maximal effect; % is set by controls: 0 for no effect and ±100 for the full control effect; nearly all actives have a fitted effect of over 80% in size
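Purified archaeal Mm-CPN (25nM final) preincubated 10 min at 37degC with compound, then 10uM ATP for 30 min at 37degC; ADP measured by HTRF Transcreener TR-FRET; buffer 30 mM TRIS pH 7.4, 100mM KCl, 5mM MgCl2, 1mM DTT.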
EPAC2 ag = EPAC2 (human) agonism | Q8WZA2 | EPAC2 activation, biochemical qHTS; response scale: 100% = 6.5 mM cAMP response | Potency, µM (series often up to 154 µM), for the others: top-dose activation, most hits filed as activators | hit rate 0.079% among 360,000; note: potency is the fitted concentration of half-maximal effect; nearly all actives have a fitted effect of over 50% in size
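Fluorescence exchange assay: 100 nM EPAC2 with 250 nM RAP1B-BODIPY-GDP and 50 uM GDP; compounds tested as a concentration-titration series (qHTS). Loss of Rap1-bound BODIPY-GDP fluorescence read at 480/540 nm; data normalized to 6.5 mM cAMP.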
CCT modulator = changes cytosolic chaperonin activity; purified chaperonin ATPase assay, HTRF ADP detection, 30 min; activity change, % (no concentration beside the values), hits read low; hit rate 0.3% among 360,000; in the data active = activity change below about -30%; note: % is set by controls: 0 for no effect and ±100 for the full control effect
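Nucleotide hydrolysis assay: TRiC at 20–40 nM final (set by batch activity) with 10 uM ATP, 30 min at 37 °C, in presence of 76 uM compound. Detection by competitive ADP HTRF, 30 min ambient.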
* = called active by the depositor; i = inactive; ? = inconclusive; / = not tested or not shown; & = joins results of further samples. Unless noted, calls come from the whole dose curve; as a rule, active = well fitted curve in the direction sought with a large enough effect; inconclusive = small, poorly fitted or top-dose-only effect, or another doubt; inactive = no such curve, though single readings can be large; an effect the other way counts as inactive or inconclusive. This is a subset; rates above refer to the full screens.

1: COC(=O)c1ccc(Oc2c(Cl)cccc2[N+](=O)[O-])cc1
2: CCCC(=O)Nc1cc2nn(-c3ccc(OC)cc3)nc2cc1C
3: CCc1cccc2sc(NC(=O)c3ccc(N4C(=O)CCC4=O)cc3)nc12
4: S=C(Nc1ccc(Oc2ccccc2)cc1)N1CCN(c2ccccn2)CC1
5: CC(O)/C=C/c1cccc[n+]1C (centres undefined)
6: CC1CCCCN1CCCNC(=O)CN1C(=O)c2cccnc2Oc2ccccc21 (centres undefined)
7: Oc1c(Br)cc(Br)c2cccnc12
8: Cc1ccccc1-n1c(SCC(=O)N/N=C/c2ccccc2OCC(=O)O)nc2ccccc2c1=O
9: O=Cc1sc(Nc2ccccc2)nc1Cl
10: COC(=O)CSc1[nH]c2cc(C)ccc2c1[N+](=O)[O-]

screen / no.,1,2,3,4,5,6,7,8,9,10
TGFb SMAD3 inh,4%,22%,-2%,?,3%,-5%&-18%,?,1%,?,-34%
Akt phos inh,i,/,i,i,i,i,i,i,i,i
EPAC2 ag,8%,/,-7%,8%,6%,9%,14%,-4%,12%,13%
CCT modulator,-2.1,/,0.0,-1.8,3.5,-1.4,0.6,-2.2,1.2,1.0
Nrf2 inh,10%,1%,-2%,16µM*,10%,?,?,-5%,9%,6%
EPAC2 antagonist,-1%,/,-3%,-3%,0%,-7%,-2%,4%,3%,7%
Nrf2 activator,3.6%,9.3%,-0.5%,2.0%,-0.1%,-0.5%&0.0%,3.4%,-0.6%,14µM*,19%
MmCpn inh,0%,/,-2%,0%,3%,-1%,/,0%,1%,-3%
A549 tox,-1%,2%,-5%,-21%,-2%,7%&10%,-17%,-22%,3%,6%

11: CSc1cccc(NC(=O)C2CCCN(S(=O)(=O)c3ccc(F)cc3)C2)c1 (centres undefined)
12: COc1ccc(C(=O)COc2ccc(F)cc2)c(O)c1
13: O=C1CC(NCCc2ccccc2)C(=O)N1CCc1ccccc1 (centres undefined)
14: Oc1ccc(-c2cn3ccccc3n2)cc1O
15: Cn1c(N)c(C(=O)COC(=O)/C=C/c2ccc(S(=O)(=O)N3CCOCC3)cc2)c(=O)n(C)c1=O
16: CC1Cc2cc(S(=O)(=O)CCC(=O)Nc3ccc(F)c(Cl)c3)ccc2N1C(=O)C1CC1 (centres undefined)
17: O=C(O)COc1ccc2c3c(c(=O)oc2c1)CCCC3
18: CCC1(c2ccccc2)NC(=O)N(CC(=O)Nc2ccc(S(=O)(=O)N3CC(C)CC(C)C3)cc2)C1=O (centres undefined)
19: Cc1cc(C)n2nc(Nc3ccccc3)cc2n1
20: COc1ccc(-n2c(Cc3ccccc3)nnc2SCc2nc(-c3ccccc3C)no2)cc1

screen / no.,11,12,13,14,15,16,17,18,19,20
TGFb SMAD3 inh,10%,-2%,9%,3%,?,?,9%,?,-9%,?
Akt phos inh,i,i,i,i,i,/,i,i,i,/
EPAC2 ag,21%,0%,14%,-6%,5%,/,-1%,2%,1%,/
CCT modulator,0.6,0.7,2.7,-0.6,-2.2,/,2.3,0.0,-4.7,/
Nrf2 inh,/,2%,1%,-7%,0%,-25%,1%,-18%,?,?
EPAC2 antagonist,1%,9%,11%,23%,3%,/,3%,-3%,2%,/
Nrf2 activator,-0.3%,0.5%,-0.5%,18%,0.8%,0.8%,0.2%,0.0%,12%,0.1%
MmCpn inh,0%,-1%,-3%,-4%,0%,/,-5%,1%,-5%,/
A549 tox,-11%,6%,0%,1%,-1%,7%,1%,-18%,12%,?

21: CCCc1cc(C(=O)Nc2ccc(C(=O)OC)cc2)cs1
22: CCOC(=O)CSc1nc(C)cc2c1C(=O)OC2
23: CCCCN(C)CCCNC(=O)CN1C(=O)COc2ccc(S(=O)(=O)N3CCOCC3)cc21
24: CCN(CC)CCCNC(=O)c1cc2c(Cl)nc3ccccc3c2s1
25: CN(C)/C=N/c1nc2ncc(-c3ccc(Cl)cc3)c(/N=C/N(C)C)n2n1
26: CC(=O)NCC(=O)OCC(=O)c1ccc(Cl)cc1
27: COc1ccc(CCC(=O)Nc2cccc(S(=O)(=O)N(C)C)c2)cc1OC
28: O=C(CCCC(=O)OCC(Cl)=C(Cl)Cl)Nc1cccc2ccccc12
29: Cc1nn(-c2ccccc2)c(N2CCCC2)c1/C=C1\N=C(c2ccccc2)OC1=O
30: COc1ccc(NC(=O)Nc2nnc(Cc3ccc(OC)c(OC)c3)s2)cc1

screen / no.,21,22,23,24,25,26,27,28,29,30
TGFb SMAD3 inh,-6%,4%,-10%&-10%,?,3%,-4%,-21%,2%,-4%,-3%
Akt phos inh,i,i,/,i,i,i,i,i,i,i
EPAC2 ag,10%,5%,9%,0%,13%,13%,4%,3%,30%,16%
CCT modulator,-0.4,0.5,-0.1,-0.2,-2.2,-5.0,-1.5,-1.1,-0.2,-2.0
Nrf2 inh,?,1%,6%&20%,7%,2%,-3%,-26%,1%,-1%,-10%
EPAC2 antagonist,0%,2%,3%,11%,2%,23%,0%,4%,17%,-8%
Nrf2 activator,2.6%,0.4%,-0.6%&-0.2%,19%,0.4%,-0.2%,-1.5%,-0.3%,-0.2%,-0.2%
MmCpn inh,-1%,?,-1%,1%,-3%,0%,-1%,-2%,3%,0%
A549 tox,0%,-6%,-3%&7%,1%,-1%,0%,6%,-1%,0%,5%

31: Cc1ccc2nc(-c3ccc(NC(=O)CN4CCN(c5ccccn5)CC4)cc3)sc2c1
32: O=c1cc(C(F)(F)F)nc(SC/C=C/c2ccccc2)[nH]1
33: CN(C)/C=C1\C(=O)N(C)N=C1C(F)(F)F
34: COc1cc(C2NC(=O)NC3=C2C(=O)OC3)cc(OC)c1OC (centres undefined)
35: COc1ccc2cc(S(=O)(=O)c3ccccc3)c(=O)oc2c1
36: O=C(Nc1ccnc(-c2ccncc2)n1)c1cccs1
37: N#Cc1ccc(NC(=O)COC(=O)C2Cc3ccccc3CN2C(=O)c2ccccc2)cc1 (centres undefined)
38: O=C(CN1CCC(n2nnc3cc(F)ccc32)CC1)Nc1ccc2c(c1)CCC2
39: CC1=C(C(=O)N(C(C)C)C(C)C)CC(CC(=O)NCc2cccs2)C(=O)N1CCCN1CCCC1=O (centres undefined)
40: Cc1ccc(S(=O)(=O)N2CCN(C(=O)C(C)Cn3nc(C)c(C)c3C)CC2)cc1 (centres undefined)

screen / no.,31,32,33,34,35,36,37,38,39,40
TGFb SMAD3 inh,9%,14µM*,2%,3%,?,7%,0%,-8%,-3%,-1%
Akt phos inh,i,i,i,i,i,i,i,i,i,i
EPAC2 ag,-3%,-5%,-5%,1%,10%,4%,-6%,-3%,7%,5%
CCT modulator,-0.5,-1.2,-4.6,-0.6,-0.7,1.9,-1.8,1.5,0.2,-2.6
Nrf2 inh,?,-4%,-5%,12%,-16%,-1%,7.3µM*,22%,/,8%
EPAC2 antagonist,-3%,-15%,12%,8%,-7%,4%,4%,-12%,1%,3%
Nrf2 activator,2.7%,4.4%,0.4%,-0.1%,?,7.2%,-0.7%,0.2%,-0.5%,0.4%
MmCpn inh,-5%,1%,0%,2%,-7%,0%,0%,-1%,/,-1%
A549 tox,-4%,-3%,0%,2%,2%,-3%,?,?,/,-1%

Four entries out of the list, sorted by SMILES length, lowest first.
35: COc1ccc2cc(S(=O)(=O)c3ccccc3)c(=O)oc2c1
25: CN(C)/C=N/c1nc2ncc(-c3ccc(Cl)cc3)c(/N=C/N(C)C)n2n1
29: Cc1nn(-c2ccccc2)c(N2CCCC2)c1/C=C1\N=C(c2ccccc2)OC1=O
8: Cc1ccccc1-n1c(SCC(=O)N/N=C/c2ccccc2OCC(=O)O)nc2ccccc2c1=O

screen / no.,35,25,29,8
TGFb SMAD3 inh,?,3%,-4%,1%
Akt phos inh,i,i,i,i
EPAC2 ag,10%,13%,30%,-4%
CCT modulator,-0.7,-2.2,-0.2,-2.2
Nrf2 inh,-16%,2%,-1%,-5%
EPAC2 antagonist,-7%,2%,17%,4%
Nrf2 activator,?,0.4%,-0.2%,-0.6%
MmCpn inh,-7%,-3%,3%,0%
A549 tox,2%,-1%,0%,-22%

(list continues)
41: COc1ccc(CCNC(=O)C(C)Sc2ccc(C)cc2)cc1OC (centres undefined)
42: O=C(NCCN1C(=O)C2C3C=CC(C3)C2C1=O)Nc1ccccn1 (centres undefined)
43: CC(C)(C)NCCOc1ccc(Br)cc1
44: O=C1CN(C(=O)COC(=O)c2ccc(Cl)c(S(=O)(=O)N3CCCCC3)c2)c2ccccc2N1
45: COC(=O)c1cc2cc(NS(=O)(=O)c3ccc(C)cc3)ccc2s1
46: O=C(Nc1cc(Br)ccc1O)c1cc(-c2cccs2)on1
47: CCOc1ccccc1NC(=O)CSc1nc2cccnc2n1C
48: CCC(=O)NC(=S)Nc1ccc(NC(=O)c2ccc(C)c([N+](=O)[O-])c2)cc1
49: Cc1ccc(-c2ccc(=O)n(CCC(=O)N3CCN(Cc4ccccc4)CC3)n2)cc1

screen / no.,41,42,43,44,45,46,47,48,49
TGFb SMAD3 inh,-3%,1%,?,-16%,0%,-19%,8%,0%,0%
Akt phos inh,i,i,i,i,i,i,i,i,i
EPAC2 ag,5%,14%,-2%,15%,4%,15%,1%,-6%,15%
CCT modulator,0.5,-2.0,-3.1,1.3,0.7,-2.9,1.5,-1.7,-0.5
Nrf2 inh,-15%,-4%,2%,6%,-1%,?,4%,3%,6%
EPAC2 antagonist,-6%,2%,-2%,-1%,-21%,0%,9%,7%,-5%
Nrf2 activator,-1.3%,-0.9%,-1.2%,0.9%,-0.3%,?,3.6%,0.1%,0.2%
MmCpn inh,0%,-2%,-1%,1%,-10%,1%,1%,0%,-1%
A549 tox,-2%,1%,-6%,-1%,2%,-9%,1%,2%,1%
